Screening results (PubChem)
Growth percent in the NCI-60 one-dose screen (48 h, 10 µM unless noted): 100 = growth as untreated, 0 = no growth, -100 = all killed.
EKVX: EKVX NSCLC | 71,000 compounds, 3% hits
UACC-257: UACC-257 melanoma; 78,000 compounds, 4.4% hits
HOP-92: HOP-92 NSCLC cells | 71,000 compounds, 6.3% hits
A549/ATCC: A549/ATCC NSCLC. 81,000 compounds, 3.7% hits
SK-MEL-28: SK-MEL-28 melanoma. 81,000 compounds, 4.1% hits
SK-MEL-5: SK-MEL-5 melanoma; 80,000 compounds, 6.4% hits
UACC-62: UACC-62 melanoma | 81,000 compounds, 5.4% hits | AID 1794756
M14: M14 melanoma | 80,000 compounds, 6.2% hits | AID 1794745
* hit, by the source's call; . = not tested or not shown; & = joins results of further samples; ! = a repeat was not active. The calls were made as follows: active = growth percent below 10; inactive = the rest.

Value order: EKVX | UACC-257 | HOP-92 | A549/ATCC | SK-MEL-28 | SK-MEL-5 | UACC-62 | M14
CC(=O)c1sc(/N=C2\NC(=O)/C(=C/c3ccc(Cl)cc3)S2)nc1C
→ 95 | 102 | 97 | 91 | 111 | 99 | 103 | 105
Oc1ccccc1CN1CCC2(CCCN(Cc3ccccc3F)C2)C1 (stereo not drawn)
→ . | 113 | 74 | 100 | 113 | 98 | 108 | 93
CC(=O)NC1C(Nc2ccc(S(=O)(=O)Nc3cc(C)nc(C)n3)cc2)OC(CO)C(O)C1O (stereo not drawn)
→ 119 | 102 | . | 90 | 107 | 94 | 109 | 107
CS(=O)(=O)CS(C)(=O)=O
→ 108 | 99 | 97 | 90 | 105 | 99 | 96 | 117
CC(=O)c1c2ccccc2c(Sc2ccccc2)n1C
→ 80 | 113 | 55 | 102 | 104 | 87 | 66 | 98
COc1cccc(CNc2ccnc3[nH]c4ccc(C#N)cc4c23)c1
→ 102 | 101 | 108 | 94 | 104 | 89 | 96 | 100
O=C1NCN(C2CCCCC2)CN1
→ 95 | 119 | 91 | 99 | 104 | 96 | 96 | 102
C=CCn1c2c(c3ccccc31)CCC2
→ . | 108 | 93 | 110 | 104 | 99 | 100 | 100
O=C(CCCCCCNC(=O)C(O)(O)C(F)(F)F)Nc1ncc(-c2ccc(Br)cc2)s1
→ 22 | 9.5* | -23* | -15* | 3.5* | -70* | -52* | 8.9*
CC1=C[C@@H]2c3c(c(O)c(O)c4oc5cc(O)cc(O)c5c(=O)c34)[C@@H](c3cc(O)c(O)c4oc5cc(O)cc(O)c5c(=O)c34)[C@@H]2C(C)(C)C1
→ 8.5* | 27 | -15* | 9.4* | -1.4* | -78* | -61* | -47*
COCCn1cc(-c2nc(-c3ccsc3)cs2)c2cc(F)ccc21
→ 71 | . | . | 88 | 105 | 97 | 75 | 81
N#Cc1cccc(NC(=O)c2cc(-c3ccc(F)cc3F)ccc2O)c1
→ 10&89 | -6.1* | -25* | 11&27 | 25&26 | -74* | -13*! | 24
O=C1CC2CCC1C2 (stereo not drawn)
→ 96 | 110 | 111 | 94 | 105 | 99 | 108 | 100
CC(C)C[C@H](NC(=O)[C@H](Cc1ccccc1)n1ccc(N2CCCCC2)cc1=O)B(O)O
→ . | -17* | -10* | 19 | 29 | -25* | -12* | 13
O=C(CSc1nccc(Nc2ccc(N3CCOCC3)cc2)n1)c1ccc(Cl)cc1
→ 90 | 104 | 94 | 93 | 100 | 99 | 89 | 101
O=C1Nc2ccccc2/C1=C/C(=O)c1cc2ccccc2oc1=O
→ 90 | 104 | 119 | 106 | 37 | 100 | 89 | 101
COC(=O)c1ccc2c(c1)C(=O)c1c-2n(CCCN)c(=O)c2cc([N+](=O)[O-])ccc12
→ -88* | -96* | -88* | -94* | -100* | -100* | -100* | -100*
C=C(C)[C@@H]1CC[C@]2(C(N)=O)CC[C@]3(C)[C@H](CC[C@@H]4[C@@]5(C)C/C(=C/c6cc(OC)cc(OC)c6)C(=O)C(C)(C)[C@@H]5CC[C@]43C)[C@@H]12
→ 46 | 64 | 69 | 49 | 88 | 61 | 76 | 75
COc1ccc2c(c1)CCc1c-2n[nH]c1-c1[nH]nc2c1CCc1cc(OC)ccc1-2
→ 60 | 82 | 85 | 79 | 59 | 37 | 26 | 36
COC(=O)c1ccc2c(c1)nc(-c1ccc(Cl)cc1)n2Cc1ccc(OC)c(OC)c1
→ 73 | 83 | 71 | 71 | 99 | . | 66 | 98

Ordered by molar mass (largest number first): some entries from above.
Value order: EKVX | UACC-257 | HOP-92 | A549/ATCC | SK-MEL-28 | SK-MEL-5 | UACC-62 | M14
CC1=C[C@@H]2c3c(c(O)c(O)c4oc5cc(O)cc(O)c5c(=O)c34)[C@@H](c3cc(O)c(O)c4oc5cc(O)cc(O)c5c(=O)c34)[C@@H]2C(C)(C)C1
→ 8.5* | 27 | -15* | 9.4* | -1.4* | -78* | -61* | -47*
COC(=O)c1ccc2c(c1)C(=O)c1c-2n(CCCN)c(=O)c2cc([N+](=O)[O-])ccc12
→ -88* | -96* | -88* | -94* | -100* | -100* | -100* | -100*
COc1ccc2c(c1)CCc1c-2n[nH]c1-c1[nH]nc2c1CCc1cc(OC)ccc1-2
→ 60 | 82 | 85 | 79 | 59 | 37 | 26 | 36
CC(=O)c1sc(/N=C2\NC(=O)/C(=C/c3ccc(Cl)cc3)S2)nc1C
→ 95 | 102 | 97 | 91 | 111 | 99 | 103 | 105
COCCn1cc(-c2nc(-c3ccsc3)cs2)c2cc(F)ccc21
→ 71 | . | . | 88 | 105 | 97 | 75 | 81
N#Cc1cccc(NC(=O)c2cc(-c3ccc(F)cc3F)ccc2O)c1
→ 10&89 | -6.1* | -25* | 11&27 | 25&26 | -74* | -13*! | 24
CC(=O)c1c2ccccc2c(Sc2ccccc2)n1C
→ 80 | 113 | 55 | 102 | 104 | 87 | 66 | 98
C=CCn1c2c(c3ccccc31)CCC2
→ . | 108 | 93 | 110 | 104 | 99 | 100 | 100
CS(=O)(=O)CS(C)(=O)=O
→ 108 | 99 | 97 | 90 | 105 | 99 | 96 | 117

(cont.)
Value order: EKVX | UACC-257 | HOP-92 | A549/ATCC | SK-MEL-28 | SK-MEL-5 | UACC-62 | M14
Nc1cc2c(cc1Br)-c1ccc(F)cc1C2O (stereo not drawn)
→ 73 | 105 | 93 | 97 | 107 | 102 | 93 | 112
COc1ccc(-c2nc3sccn3c2-c2cc(-c3ccc4cc(OC)ccc4c3)on2)cc1
→ 91 | 114 | 88 | 101 | 97 | 97 | 82 | 101
O=S(=O)(O)c1ccncc1
→ 107 | 103 | . | 106 | 103 | 100 | 100 | 98
Fc1cnccc1-c1nc2ccc3[nH]ncc3c2c2c1CCCC2
→ 36 | 63 | 41 | 15 | 24 | 29 | 17 | 26
CC(C)CCNC(=O)Cn1ccc(N2CCOCC2)cc1=O
→ 100 | 109 | 96 | 97 | 100 | 98 | 92 | 116
Clc1cc(Cl)cc(N2N=C(c3cccc(Nc4ccncc4)c3)CC2c2ccc(Br)cc2)c1 (stereo not drawn)
→ 68 | 79 | 66 | 19 | -22* | 79 | 102 | 108
CNc1nc2c(N)ncnc2n1C1OC(CO)C(O)C1O (stereo not drawn)
→ 113 | 108 | 90 | 107 | 102 | 109 | 108 | 108
C=C(CN1CC=CCC1)[C@@H]1CC[C@]2(COC(C)=O)CC[C@]3(C)[C@H](CC[C@@H]4[C@@]5(C)CC[C@H](OC(C)=O)C(C)(C)[C@@H]5CC[C@]43C)[C@@H]12
→ 108 | 108 | 95 | 100 | 106 | 105 | 94 | 104
CC(C)c1cc(C(C)(C)C)c(O)c(C(C)(C)C)c1
→ . | 88 | 104 | 97 | 112 | 109 | 106 | 103
COc1ccc(NCC(=O)N2CCN(c3ncnc4c3cnn4-c3ccccc3)CC2)cc1
→ 63 | 75 | 47 | 97 | 89 | 16 | 64 | 75
Cc1ccccc1N1CCN(C(C)(C)C#N)CC1
→ 116 | 125 | 101 | 115 | 115 | 101 | 95 | 100
O=C1C(Cl)=C(Nc2ccc(S(=O)(=O)c3ccc(NC4=C(Cl)C(=O)c5ccccc5C4=O)cc3)cc2)C(=O)c2ccccc21
→ 59 | -81* | -26* | 74 | 14 | 49 | 13 | -58*
CCCC1(CCC)NC(=O)NC1=O
→ 104 | . | 103 | 89 | 114 | 104 | 100 | 103
CC(C)(CC(=O)O)CC(=O)O
→ 97 | 113 | 97 | 101 | 99 | 98 | 99 | 101
CCOC(=O)C[C@@H](CC(=O)N[C@@H](CC(=O)N1CCn2c(nnc2C(F)(F)F)C1)Cc1cc(F)c(F)cc1F)CC(C)C
→ 94 | 98 | 98 | 80 | 106 | 95 | 88 | 104
CCCCN(CCCC)CC(N)=O
→ . | 99 | 116 | 100 | 108 | 102 | 102 | 100
CN(C)CC1(C)Cc2ccsc2C1O (stereo not drawn)
→ 92&103 | 110&108 | 108&101 | 110&112 | 126&120 | 107&110 | 112&109 | 108&111
Cc1cccc2cc(-c3cc(-c4ccccc4)nc(=O)[nH]3)c(Cl)nc12
→ 85 | 100 | 77 | 96 | 103 | 96 | 80 | 99
O=c1[nH]c2ccc(Br)cc2c(=O)o1
→ . | 102 | 74 | 102 | 111 | 97 | 108 | 105
Cc1ccsc1[C@@H]1C[C@H](O)Cc2cc(Br)c3ccccc3c2N1
→ 92 | 93 | 91 | 90 | 111 | 100 | 75 | 110
CC(=O)CSc1ncnc2nc[nH]c12
→ 95 | 78 | 70 | 87 | 82 | 96 | 75 | 59
COC(=O)C1CCN(c2ncnc3cc(OC)c(OC)cc23)CC1
→ 96 | 105 | 92 | 103 | 109 | 97 | 91 | 104
CSC(=S)O[C@@H]1CC(C)(C)CC2C3=CCC4[C@@]5(C)CCC(O)C(C)(C)C5CC[C@@]4(C)[C@]3(C)CC[C@]21C(=O)O (stereo partly drawn)
→ 88 | 107 | 116 | 74 | 104 | 86 | 84 | 95
CC(=O)c1cc(Br)ccc1O
→ 107 | 113 | . | 107 | 105 | 104 | 104 | 104
COc1ccc(-c2nc3ccccn3c2/C=C/C(=O)c2cc(OC)c(OC)c(OC)c2)cc1
→ 90 | 55 | 23 | 56 | 41 | 27 | 45 | .
COc1ccc2occ(C3=C(c4c[nH]c5ccccc45)C(=O)NC3=O)c2c1
→ 49 | 76 | 67 | 41 | 59 | 47 | 38 | 27
O=C(Nc1nc2ccc(Cl)cc2s1)c1ccc(C(=O)Nc2nc3ccc(Cl)cc3s2)cc1
→ . | 121 | 87 | 91 | 102 | 99 | 91 | 107
O=C(Nc1ccncc1)C(=O)c1cn(S(=O)(=O)c2ccc(Br)s2)c2ccccc12
→ 53 | 94 | . | 79 | 108 | 80 | 66 | 90
O=C1c2ccccc2C(=O)c2cc3c(cc21)CCCC3
→ 64 | 92 | 71 | 90 | 112 | 82 | 74 | 95
CCc1ccc(C2=NN(c3ccc(S(N)(=O)=O)cc3)C(c3ccc(OC)c(OC)c3)C2)cc1 (stereo not drawn)
→ 105 | 109 | . | 102 | 108 | 91 | 79 | 103
Nc1c(C2CCCCC2)c(=O)on1C(=O)c1ccccc1
→ 129 | 87 | 120 | 90 | 132 | 93 | 100 | 111
CC1=CC(=O)C=CC1=Nc1ccc(N(C)C)cc1
→ -45* | 82 | 7.8*! | 59&101 | 75&97 | 18&89 | 18&88 | 41&94
CC1=C(c2cc(-c3ccc(N(C)C)cc3)on2)C(c2ccccc2)NC(=S)N1 (stereo not drawn)
→ 97 | 107 | 95 | 104 | 106 | 101 | 95 | 104
CCN(CC)CCCC(C)Nc1ccnc2cc(Cl)c(SCc3ccccc3)cc12 (stereo not drawn)
→ 3.6* | -79* | -43* | -23* | -83* | -95* | -91* | -88*
COc1ccc(C2C(C#N)=C(N)N(c3ccc(F)cc3F)C3=C2C(=O)CC(C)(C)C3)cc1OC (stereo not drawn)
→ 103 | 103 | 95 | 100 | 122 | 99 | 91 | 103
Nc1cc(-c2cccc(C(=O)NCc3ccc4c(c3)OCO4)c2)ccn1
→ 77 | 106 | 89 | 99 | 103 | 92 | 93 | 108
Nc1ccccc1SC(CC(=O)c1ccccc1)c1cccc([N+](=O)[O-])c1 (stereo not drawn)
→ 96 | 88&95 | 96 | 79&95 | 102&96 | 96 | 94&86 | 90&114
CC(C)Cc1nnc(N)s1
→ 117 | 108 | . | 105 | 115 | 115 | 105 | 110
CCc1cccc(Nc2ccccc2C(=O)O)c1
→ . | 94 | 101 | 92 | 108 | 90 | 98 | 98
Cc1cc(Nc2ccc(Cl)cc2)n2nc(C(F)(F)F)nc2n1
→ . | 96 | 60 | 91 | 102 | 75 | 98 | 100
COc1ccc(/C=N/n2c(CN3CCCC3)nc3ccccc3c2=O)cc1
→ 97 | 98 | 71 | 97 | 101 | 99 | 96 | 93
O=C(O)Cc1ccc(SSc2ccc(CC(=O)O)cc2)cc1
→ . | 107 | . | 111 | 114 | 98 | . | 91
O=C(O)CC(Br)c1cccc([N+](=O)[O-])c1 (stereo not drawn)
→ 102 | 101 | 95 | 81 | 101 | 107 | 111 | 100
COc1ccc(-c2cc(-c3cccnc3)[nH]c(=O)c2C(N)=O)cc1OC
→ 102 | 101 | 112 | 96 | 114 | . | 103 | 96
N#Cc1c(NN)nc(=S)[nH]c1-c1ccco1
→ 107 | 102 | 91 | 100 | 102 | 105 | 80 | 100
CC(=O)Nc1cccc2c1C(=O)OC2=O
→ 100 | 94 | 97 | 111 | 114 | 107 | 94 | 111
CCN(CC)C(=O)c1ccc2c(c1)nc(-c1cc3ccccc3[nH]c1=O)n2-c1cc(C(C)(C)C)[nH]n1
→ . | 105 | 95 | 105 | 94 | 101 | 99 | 105
Cc1csc(NC(c2ccc(Br)cc2)c2cn(C)c3ccccc23)n1 (stereo not drawn)
→ . | 90 | 69 | 82 | 105 | . | 75 | 83
COc1cc(/C=C2\CN(C)C/C(=C\c3cc(CN4CCCC4)c(O)c(OC)c3)C2=O)cc(CN2CCCC2)c1O
→ 84 | 94 | 67 | 86 | 91 | 89 | 82 | 99
Cc1cccc(Oc2ccc(Nc3ncnc4ccc(NC(=O)CNCCO)cc34)cc2Cl)c1
→ 35 | 93 | 30 | 53 | 69 | 78 | 98 | 74
CCCCCCCC/C=C\CCCCCCCC(=O)OCCCCCCCCCCC
→ 102 | 103 | . | 100 | 114 | 108 | 108 | 107
COc1cc(C2N(c3ccccc3)NC(=O)[C@@H]3CCCN23)cc(OC)c1OC (stereo partly drawn)
→ 96 | 102 | 102 | 97 | 108 | 98 | 98 | 98
CCCCCc1ccc(S(=O)(=O)Nc2cc(-c3csc(NC(=O)CN4CCN(CCO)CC4)n3)ccc2OC)cc1
→ 74 | -31* | 47 | 43 | -61* | -89* | -33* | .
Nc1c(Cl)[nH]cnc1=S
→ 89 | 101 | 96 | 105 | 103 | 99 | 84 | 88
